KDM4C inh: inhibitors of human demethylase GASC-1 KDM4C; GST-KDM4C 2-372, H3K9me3 peptide, LANCE TR-FRET; inhibition, % at 12.5 µM; 0.15% of 96,000 active; Q9H3R0;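 active means mean replicate inhibition above about 25%, with at least 55% of replicates also reaching it, limit read from the data, passing the limit was not always enough; inconclusive means only one of those two conditions met; inactive means neither condition met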
Target sequence (Q9H3R0 2-372 limits assumed): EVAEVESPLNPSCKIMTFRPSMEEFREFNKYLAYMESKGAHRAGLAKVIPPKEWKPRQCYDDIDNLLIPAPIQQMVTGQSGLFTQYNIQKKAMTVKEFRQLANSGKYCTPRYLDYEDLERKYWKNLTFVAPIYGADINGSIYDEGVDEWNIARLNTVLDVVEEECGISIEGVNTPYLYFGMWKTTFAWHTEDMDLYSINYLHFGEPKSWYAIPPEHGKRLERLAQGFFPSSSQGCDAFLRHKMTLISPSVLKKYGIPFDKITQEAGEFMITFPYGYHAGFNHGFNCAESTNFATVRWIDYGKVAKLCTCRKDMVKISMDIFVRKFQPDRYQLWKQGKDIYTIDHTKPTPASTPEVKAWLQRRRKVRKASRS
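reagent = H3K9me3 peptide substrate, Fe(II), 2-oxoglutarate | system = GST-tagged GASC-1 (JMJD2C) catalytic fragment, aa 2-372 | amount = enzyme final amount 10 nM | read-out = Fall in 671/618 emission ratio as inhibition | medium = HEPES buffer, pH 7.5, plus ascorbate | schedule = 30 min reaction, 60 min detection, RT | measured by = LANCE TR-FRET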
C diff HTS: inhibitors of Clostridium difficile growth; Clostridium difficile clinical isolate growth, OD600, 24 h; stronger effect = lower value; growth activity, negative = inhibition, % at 16 µg/mL (by protocol); 0.25% of 86,000 active; AID 1259249;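 active means mean growth activity at or below -80% and every replicate also at or below -80%; inconclusive means mean at or below -80% but some replicate above -80%; inactive means mean growth activity above -80%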;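 further: 0% = DMSO wells and -100% = levofloxacin 16 µg/mL wells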
Tcruzi prolif: blocks T. cruzi growth in NIH3T3 culture. T. cruzi beta-gal in NIH3T3, GalScreen luminescence, 90 h. inhibition, % at 8.34 µM. 5.9% of 77,000 active;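 active means mean inhibition above about 93%, with at least 55% of replicates each passing it, limit read from the data, passing the limit was not always enough; inconclusive means only one of those two conditions holds; inactive means neither condition holds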
Pf Dd2 growth: P. falciparum Dd2 growth inhibition | SYBR Green, 72 h; stronger effect = lower value | 2.3% of 94,000 active | activity change, % at 10 µM; in the data active means activity change below about -80%; inconclusive means no clear call, values can overlap the other calls
* marks the source's active call; other numbers are inactive results; ? = inconclusive; . = no result given; & = joins results of further samples; ! = repeats disagree.

#1 O=C(c1ccccn1)N1CC2(C1)[C@@H](c1ccccc1)[C@H](CO)N2Cc1ccc(Cl)cc1
#2 CCCN1C[C@@H](C)[C@H](OC)CN(C)C(=O)c2ccc(NC(=O)c3ccccc3F)cc2OC[C@H]1C
#3 COc1cccc(NC(=O)N(C)C[C@@H]2Oc3ncc(/C=C/c4ccccc4)cc3C(=O)N([C@@H](C)CO)C[C@H]2C)c1
#4 C/C=C/c1cnc2c(c1)C(=O)N([C@H](C)CO)C[C@H](C)[C@@H](CN(C)Cc1cncnc1)O2
#5 Cc1noc(C)c1NC(=O)N(C)C[C@@H]1Oc2c(NS(=O)(=O)c3cccs3)cccc2C(=O)N([C@H](C)CO)C[C@H]1C
#6 CO[C@@H]1CC[C@H]2CCOc3c(C#N)cccc3C(=O)N(C)[C@H](C)C(=O)N(C)C[C@@H]1O2
#7 Cc1ccc(S(=O)(=O)N(C)C[C@H]2OCCCC[C@H](C)Oc3ccc(NC(=O)C4CCCCC4)cc3C(=O)N([C@H](C)CO)C[C@@H]2C)cc1
#8 CC=Cc1ccc2n(c1=O)C[C@@H]1[C@@H](CO)[C@H](C(=O)NCc3ccc(F)cc3)[C@H]2N1CCC (mixture of isomers)
Assay by compound | 1 | 2 | 3 | 4 | 5 | 6 | 7 | 8
KDM4C inh | 2.5 | -0.7 | -2.6 | 0.5 | 0.2 | -1.5 | -0.8 | 1.8
Pf Dd2 growth | ? | -46.3 | -45.7 | 28.3 | 18.3 | . | -45.1 | .
C diff HTS | 2.7 | . | -1.4 | 1.5 | . | 16.6 | . | -1.2
Tcruzi prolif | . | 54.1 | . | . | 1.1 | 40.0 | 45.0 | -2.0

#9 C[C@@H]1CN([C@@H](C)CO)C(=O)c2cc(NC(=O)CCCN(C)C)ccc2O[C@H]1CN(C)Cc1ccc2c(c1)OCO2
#10 CC(C)CC#Cc1cnc2c(c1)C(=O)N([C@@H](C)CO)C[C@@H](C)[C@H](CN(C)Cc1ccccc1C(=O)O)O2
#11 C[C@@H]1CN([C@H](C)CO)C(=O)Cc2cc(NS(=O)(=O)c3ccccc3)ccc2O[C@H]1CN(C)S(C)(=O)=O
#12 O=C(Nc1ccccc1)N1CC(=O)N2[C@H](C1)[C@@H](c1ccc(C#CC3CC3)cc1)[C@@H]2CO
#13 C[C@@H]1CCCCO[C@@H](CN(C)CC2CC2)[C@@H](C)CN([C@H](C)CO)C(=O)c2cc(NC(=O)CCCN(C)C)ccc2O1
#14 O=C(C[C@@H]1C=C[C@@H](NS(=O)(=O)c2ccccc2F)[C@H](CO)O1)NCCCN1CCOCC1
#15 O=C(Nc1cc(F)ccc1F)N1CCCCN2[C@@H](CO)[C@H](c3ccc(-c4cncnc4)cc3)[C@@H]2C1
#16 COc1ccccc1-c1ccc([C@@H]2[C@H](CO)N3CCCCN(C(=O)NC4CCCC4)C[C@@H]23)cc1
Assay by compound | 9 | 10 | 11 | 12 | 13 | 14 | 15 | 16
KDM4C inh | 2.5 | -0.6 | 0.9 | -0.4 | 10.7 | -1.4 | -0.1 | 0.3
Pf Dd2 growth | 33.7 | 7.3 | 8.4 | -17.8 | 42.3 | 6.2 | 6.3 | 13.3
C diff HTS | -1.4 | -14.7 | -7.4 | -9.3 | 2.0 | -1.4 | -3.8 | 23.4
Tcruzi prolif | . | . | 26.6 | . | 56.0 | -29.8 | 98.1* | 54.0

#17 C[C@@H]1CN([C@@H](C)CO)C(=O)c2cc(C#Cc3ccccn3)cnc2O[C@H]1CN(C)C(=O)c1cnccn1
#18 O=S(=O)(c1ccc(F)cc1)N1[C@@H]2CNC[C@H]1C2c1ccc(-c2cccc(F)c2)cc1 (some centres not stated)
#19 C[C@@H]1CN([C@@H](C)CO)C(=O)Cc2cc(NS(C)(=O)=O)ccc2O[C@@H]1CN(C)S(=O)(=O)c1ccc(Cl)cc1
#20 CN(C)CC(=O)N[C@@H]1CC[C@H](CCNC(=O)C2CC2)O[C@@H]1CO
#21 CCCC(=O)N1CCC2(CC1)CN(S(=O)(=O)c1ccc(C)cc1)[C@H](CO)c1[nH]c3cc(OC)ccc3c12
#22 C[C@H](CO)N1C[C@H](C)[C@H](CN(C)C(=O)c2ccc3c(c2)OCO3)Oc2ncc(C3=CCCC3)cc2C1=O
#23 C[C@H](NC(=O)C[C@H]1C[C@@H]2c3cc(NC(=O)CC4CC4)ccc3O[C@@H]2[C@H](CO)O1)c1ccccc1
#24 CC(C)NC(=O)Nc1cccc2c1O[C@H](CN(C)S(=O)(=O)c1cn(C)cn1)[C@H](C)CN([C@H](C)CO)C2=O
Assay by compound | 17 | 18 | 19 | 20 | 21 | 22 | 23 | 24
KDM4C inh | 4.1 | -1.0&0.1 | 1.2 | 2.7 | -2.0 | 0.7 | -3.2 | 0.1
Pf Dd2 growth | 18.0 | 4.8&-24.0 | -12.7 | -0.4 | ? | -1.7 | -14.0 | 8.1
C diff HTS | -4.5 | 46.2&-7.8 | 13.6 | -6.2 | 1.1 | 3.6 | 1.7 | -6.6
Tcruzi prolif | 49.0 | . | 11.8 | . | . | . | 17.7 | -44.4

#25 CCS(=O)(=O)N[C@@H]1CC[C@H](CC(=O)Nc2ccc(-c3ccccc3)cc2)O[C@@H]1CO
#26 CC(C)NC(=O)N(C)C[C@H]1Oc2ccc(NC(=O)Cc3cn(C)c4ccccc34)cc2C(=O)N([C@H](C)CO)C[C@@H]1C
#27 C[C@@H]1CCCCO[C@H](CN(C)C(=O)Cc2ccccc2)[C@@H](C)CN([C@@H](C)CO)C(=O)c2cc(NC(=O)Nc3ccc(F)cc3)ccc2O1
#28 Cc1ccc(S(=O)(=O)N2C[C@H](O)COC[C@@H]3O[C@H](CC(=O)N[C@H]4CCN(Cc5ccccc5)C4)CC[C@H]32)cc1
#29 C[C@@H]1CN([C@@H](C)CO)C(=O)c2cccc(NS(=O)(=O)c3ccccc3)c2O[C@H]1CN(C)C
#30 Fc1cccc(-c2ccc(C3[C@@H]4CN(Cc5cccnc5)C[C@H]3N4)cc2)c1 (some centres not stated)
#31 COc1ccc2c3c([nH]c2c1)[C@@H](CO)N(C(=O)c1cccnc1)CC31CN(C(=O)NC(C)C)C1
#32 C[C@H](CO)N1C[C@H](C)[C@@H](CN(C)Cc2ccc3c(c2)OCO3)Oc2c(NC(=O)CCCCCC(=O)Nc3ccccc3N)cccc2C1=O
Assay by compound | 25 | 26 | 27 | 28 | 29 | 30 | 31 | 32
KDM4C inh | 2.9 | -0.7 | -1.5 | 0.7 | 6.3 | -0.5&-0.9 | -0.8 | 1.0
Pf Dd2 growth | -14.5 | -21.9 | ? | -47.2 | 17.5 | -90.3*! | 17.0 | -85.5*
C diff HTS | . | 0.3 | 2.0 | . | -0.7 | -6.2&9.1 | -1.3 | -5.7
Tcruzi prolif | 9.4 | -3.0 | 75.5 | 51.3 | 32.8 | . | . | .

#33 Cc1noc(C)c1NC(=O)N(C)C[C@H]1OCCCC[C@@H](C)Oc2ccc(NC(=O)CCC(F)(F)F)cc2C(=O)N([C@@H](C)CO)C[C@@H]1C
#34 C[C@H]1CN([C@@H](C)CO)S(=O)(=O)c2ccc(C3=CCCCC3)cc2O[C@@H]1CN(C)Cc1ccncc1
#35 COc1ccc(CN(C)C[C@H]2Oc3ccc(NS(=O)(=O)c4ccccc4)cc3CC(=O)N([C@H](C)CO)C[C@H]2C)cc1
#36 CC(C)NC(=O)N(C)C[C@H]1Oc2ccc(NC(=O)CCCN(C)C)cc2CC(=O)N([C@@H](C)CO)C[C@@H]1C
#37 O=C(C[C@H]1C[C@H]2c3cc(NC(=O)Nc4ccccc4F)ccc3O[C@H]2[C@@H](CO)O1)NC1CCCC1
#38 COc1ccc(NC(=O)Nc2ccc3c(c2)CC(=O)N([C@@H](C)CO)C[C@@H](C)[C@@H](CN(C)C(=O)NC(C)C)O3)cc1
#39 Cc1noc(C)c1S(=O)(=O)Nc1ccc2c(c1)C(=O)N([C@@H](C)CO)C[C@@H](C)[C@H](CN(C)C(=O)Cc1ccccc1)OCCCC[C@@H](C)O2
#40 COc1ccc(NC(=O)Nc2cccc3c2O[C@H](CN(C)S(=O)(=O)c2ccccc2)[C@@H](C)CN([C@@H](C)CO)C3=O)cc1
Assay by compound | 33 | 34 | 35 | 36 | 37 | 38 | 39 | 40
KDM4C inh | 0.0 | 0.0 | 0.1 | 1.0 | -2.9 | -2.0 | -2.5 | -0.1
Pf Dd2 growth | 7.0 | -61.7 | 6.0 | 26.7 | -21.4 | -0.8 | -33.3 | -0.2
C diff HTS | 15.6 | 12.3 | -15.2 | . | . | -2.3 | 7.9 | -3.9
Tcruzi prolif | -22.7 | 121.3* | 59.2 | 15.6 | 23.8 | -18.6 | -11.4 | 13.1

10 compounds out of the list, arranged by SMILES length, smallest number first:
#30 Fc1cccc(-c2ccc(C3[C@@H]4CN(Cc5cccnc5)C[C@H]3N4)cc2)c1 (some centres not stated)
#29 C[C@@H]1CN([C@@H](C)CO)C(=O)c2cccc(NS(=O)(=O)c3ccccc3)c2O[C@H]1CN(C)C
#34 C[C@H]1CN([C@@H](C)CO)S(=O)(=O)c2ccc(C3=CCCCC3)cc2O[C@@H]1CN(C)Cc1ccncc1
#36 CC(C)NC(=O)N(C)C[C@H]1Oc2ccc(NC(=O)CCCN(C)C)cc2CC(=O)N([C@@H](C)CO)C[C@@H]1C
#35 COc1ccc(CN(C)C[C@H]2Oc3ccc(NS(=O)(=O)c4ccccc4)cc3CC(=O)N([C@H](C)CO)C[C@H]2C)cc1
#40 COc1ccc(NC(=O)Nc2cccc3c2O[C@H](CN(C)S(=O)(=O)c2ccccc2)[C@@H](C)CN([C@@H](C)CO)C3=O)cc1
#28 Cc1ccc(S(=O)(=O)N2C[C@H](O)COC[C@@H]3O[C@H](CC(=O)N[C@H]4CCN(Cc5ccccc5)C4)CC[C@H]32)cc1
#32 C[C@H](CO)N1C[C@H](C)[C@@H](CN(C)Cc2ccc3c(c2)OCO3)Oc2c(NC(=O)CCCCCC(=O)Nc3ccccc3N)cccc2C1=O
#33 Cc1noc(C)c1NC(=O)N(C)C[C@H]1OCCCC[C@@H](C)Oc2ccc(NC(=O)CCC(F)(F)F)cc2C(=O)N([C@@H](C)CO)C[C@@H]1C
#39 Cc1noc(C)c1S(=O)(=O)Nc1ccc2c(c1)C(=O)N([C@@H](C)CO)C[C@@H](C)[C@H](CN(C)C(=O)Cc1ccccc1)OCCCC[C@@H](C)O2
Assay by compound | 30 | 29 | 34 | 36 | 35 | 40 | 28 | 32 | 33 | 39
KDM4C inh | -0.5&-0.9 | 6.3 | 0.0 | 1.0 | 0.1 | -0.1 | 0.7 | 1.0 | 0.0 | -2.5
Pf Dd2 growth | -90.3*! | 17.5 | -61.7 | 26.7 | 6.0 | -0.2 | -47.2 | -85.5* | 7.0 | -33.3
C diff HTS | -6.2&9.1 | -0.7 | 12.3 | . | -15.2 | -3.9 | . | -5.7 | 15.6 | 7.9
Tcruzi prolif | . | 32.8 | 121.3* | 15.6 | 59.2 | 13.1 | 51.3 | . | -22.7 | -11.4

Assay outcomes as filed in PubChem.
